Xi reactivation: activators of inactive X chromosome reactivation, primary screen, imaging, XiGFP fibroblasts, GFP high-content imaging, set 2; XiGFP mouse fibroblasts, % GFP-positive cells imaging, 3 d; cells co-treated with 5-aza-dC sensitizer; scaled so ellipticine positive control = 100%; activation, % at 7.58 µM; 0.055% of 360,000 active; AID 743238, 2013;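 active = mean normalized replicate activation at least 10% and every replicate at or above 10%; inconclusive = only one of the two criteria met; inactive = mean below 10% and not all replicates reach 10%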;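 note: 0% = median of on-plate neutral control wells and 100% = ellipticine 6 µM median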
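material = 68-5-11 XiGFP fibroblast line | medium = DMEM plus 5-aza-dC sensitizer | schedule = 3 days compound exposure | benchmarks = positive control ellipticine, 6 µM final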
PAX8 inh HTS: inhibitors of PAX8-driven TPO luciferase reporter, primary screen, RMG-I cells, single concentration; 1.2% of 360,000 active; SteadyGlo, 24 h; inhibition, % at 12.6 µM;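 active = mean replicate inhibition at least 60% with every replicate also reaching 60%; inconclusive = only one of the two criteria is met; inactive = mean below 60% and not all replicates reaching 60%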;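 note: luciferase light reporting Pax8 driven TPO promoter activity; plate controls were median of neutral control wells for no effect and mitoxantrone controls for full effect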
EWS-Fli inh: EWS/Fli-driven NR0B1 reporter inhibitors, primary screen, A673 cells, NR0B1 luciferase, luminescence, MLPCN library | inhibition, % at 12.6 µM | AID 651661, 2012 | viability-normalised | 0.67% of 350,000 active;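 active = mean inhibition of at least 50% after viability correction, with every replicate also passing that limit; inconclusive = mean reaches 50% but only one of two replicates passes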;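 note: firefly luciferase signal divided by Alamar Blue viability fluorescence both relative to DMSO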
GSIS activator: GLuc luminescence reporter in INS-1E cells, primary screen for activators of glucose-dependent secretion of insulin | 0.61% of 370,000 active | activation, % at 16.6 µM | AID 743287, 2014 | INS-1E GLuc reporter insulin secretion, 2-3 h;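 active = lowest replicate activation of at least 40%, so every replicate reaches that level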;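 note: 0% = median of neutral control wells and 100% = median of IBMX positive control wells; some compounds called inactive have numbers as strong as hits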
ERp5 block: inhibitors of ERp5-driven insulin aggregation, primary screen, biochemical, turbidity, absorbance 650 nm, single point | Protein disulfide-isomerase A6 (Homo sapiens), Q15084 | 90 min | inhibition, % at 9.99 µM | 0.05% of 350,000 active | AID 651711, 2012;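 active = mean replicate inhibition above about 25%, with every replicate also reaching it, limit read from the data, passing the limit was not always enough; inconclusive = only one of those two criteria met; inactive = neither criterion met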
Target sequence (Q15084 whole entry, looked up): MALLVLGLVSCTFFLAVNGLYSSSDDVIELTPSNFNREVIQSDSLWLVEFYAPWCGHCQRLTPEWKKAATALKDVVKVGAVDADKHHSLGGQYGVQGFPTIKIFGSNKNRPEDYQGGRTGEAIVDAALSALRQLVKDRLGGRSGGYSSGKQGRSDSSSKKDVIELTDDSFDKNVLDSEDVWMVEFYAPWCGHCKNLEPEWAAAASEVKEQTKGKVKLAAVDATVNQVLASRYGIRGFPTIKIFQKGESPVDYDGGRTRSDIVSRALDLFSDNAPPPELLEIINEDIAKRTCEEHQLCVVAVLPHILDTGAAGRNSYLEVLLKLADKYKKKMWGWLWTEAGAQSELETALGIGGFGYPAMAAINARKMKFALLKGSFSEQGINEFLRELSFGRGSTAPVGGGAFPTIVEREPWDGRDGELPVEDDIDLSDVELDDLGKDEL
CFTR F508del cor: F508del CFTR correction, initial screen, CFBE line, single point; CFBE cells, YFP halide quenching; stimulated with forskolin plus potentiator P3; % fluorescence drop versus neutral controls; activity (quench increase), % at 7.58 µM; 0.36% of 350,000 active;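 active = mean added fluorescence quench of at least 8% versus neutral control, with both replicates also reaching 8%; inconclusive = only one of the mean or replicate conditions met; inactive = mean below 8% and not both replicates reaching 8%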;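 note: cells transiently co-express mutant CFTR-F508del with the halide-sensitive YFP; corrector assay measuring rescue of mutant channel to the surface after 24 h compound exposure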
DENV2 CPE rescue: inhibitors of DENV2 cytopathic effect, primary screen, cell-based, plate reader, single concentration. DENV2-infected cells, cytopathic effect rescue. CPE inhibition, % at 9.99 µM. 1.7% of 350,000 active. AID 651640, 2012; in the data active = CPE inhibition above about 20%, passing the limit was not always enough; inconclusive = no clear call, values can overlap the other calls; tested in BHK-21 cells;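 note: 0% = median of neutral control wells and 100% = median of positive control wells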
ARNT-TACC3 inh: disruptors of ARNT/TACC3 protein interaction, primary screen, biochemical, AlphaScreen, single concentration | Transforming acidic coiled-coil-containing protein 3 (Homo sapiens), Q9Y6A5 | AlphaScreen His-ARNT PAS-B/GST-TACC3 binding, luminescence; TACC3 fragment carries E629A point mutation | inhibition, % at 9.99 µM | 0.66% of 390,000 active;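 active = mean inhibition of replicates at least 50% and at least half of replicates each reaching 50%; inconclusive = half or more replicates reach 50% but mean below 50%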;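 note: 0% = complete ARNT plus TACC3 wells and 100% = ARNT alone without TACC3; many hits fall short of the cut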
* hit, by the source's call; ? = inconclusive; nt = no result given; & = joins results of further samples.

SMILES	Xi reactivation	PAX8 inh HTS	EWS-Fli inh	GSIS activator	ERp5 block	CFTR F508del cor	DENV2 CPE rescue	ARNT-TACC3 inh
NC(=O)CC(NC(=O)Cc1ccc(Cl)cc1)c1ccc(N2CCC(Cc3ccccc3)CC2)c([N+](=O)[O-])c1 (configuration not stated)	0.0	-3.8	0.0	-4.7	3.1	-4.8	-13.6	11.5
CC1CCCCC12NC(=O)N(CC(=O)Nc1ccccc1F)C2=O (configuration not stated)	0.0	-3.0	0.3	24.9	0.2	-0.3	-3.6	4.0
CC(=O)c1c(C)[nH]c(C(=O)OCC(=O)Nc2c(C)cccc2C)c1C	0.0	6.3	10.6	12.1	0.5	1.3	-4.9	-20.4
O=c1c(Cc2c(F)cccc2Cl)c(O)ccn1CCc1c[nH]c2ccccc12	-0.5	17.8	11.4	-2.9	2.8	-1.4	7.8	-4.1
CCOC(=O)c1nn(-c2ccccc2Cl)c(=O)cc1OCC(=O)Nc1cccc(OC)c1	0.0	10.8	36.0	8.4	0.4	4.7	-1.5	7.3
O=C(O)c1cccc(NC(=O)c2ccc3c(c2)C(=O)N(C2CCCCC2)C3=O)c1	0.0	-119.3	nt	3.5	-1.2	-0.3	-4.6	-1.3
CC(=O)Nc1ccc(NC(=O)CSc2nnc(-c3cc(C)[nH]n3)n2N)cc1	0.1	17.7	-4.0	-11.1	nt	0.7	-4.7	-3.5
CC1CC(=Cc2ccc([N+](=O)[O-])cc2)C(=O)O1 (configuration not stated)	-0.2	-0.1	-2.7	nt	0.6	-0.3	3.6	nt
CCCC(=O)Nc1nc(C)c(C(C)=O)s1	-0.1	-4.6	-7.8	22.8	3.2	-1.6	nt	-7.4
O=C(C[C@@H]1CC[C@@H]2[C@H](COC[C@H](O)CN2S(=O)(=O)c2ccccc2)O1)Nc1ccc(-c2ccccc2)cc1	0.0	-6.3	-8.6	-6.2	-6.3	-4.1	-10.7	7.1
Cc1ccc(S(=O)(=O)NCc2ccc3c(c2)OCO3)cc1	0.0	5.0	-0.6	2.7	8.2	-0.8	0.1	nt
CC(=O)OCC#CCSc1nc2ccccc2n1C	-0.1	32.1	13.2	37.4	-1.8	-2.1	0.5	-6.6
Nc1ccn([C@@H]2O[C@H](CNC(=O)[C@H]3CCC(=O)N3)[C@@H](O)[C@H]2O)c(=O)n1	-0.2	-8.6	5.7	28.7	-0.3	0.1	4.0	nt
CN(CC(=O)NCCc1ccc(S(N)(=O)=O)cc1)CC(=O)Nc1ccccc1Cl	-0.6	11.3	-1.0	nt	-5.3	2.4	-0.9	-5.9
O=C(OCc1ccccc1F)c1cc([N+](=O)[O-])ccc1N1CCOCC1	-0.1	5.4	7.1	7.1	-3.0	-2.8	-2.4	8.1
CC(=O)c1c(-c2ccc(C)cc2)nc2c3ccccc3ccn12	-0.1	5.4	-44.0	3.2	1.7	-1.4	-5.4	-10.3
CCCCCCN1C[C@@H](O)[C@H](n2cc(-c3ccc(F)cc3)nn2)C[C@@H]1c1ccccc1	-0.1	-10.2	7.2	-40.8	9.0	-1.1	-4.7	nt
CC(=O)Nc1nc(SCC(=O)Nc2nnc(C)s2)[nH]c(=O)c1NC(=O)c1cccs1	0.3	5.3	1.9	-5.2	-4.4	0.4	3.5	-9.8
Cc1ccccc1S(=O)(=O)Cc1ccc(C(=O)NCCCN(C)Cc2ccccc2)o1	0.1	1.3	nt	18.6	5.2	-0.5	-1.4	8.8
COCCN1C(=O)COc2ccccc2C1C(=O)Nc1c(C)cccc1C (configuration not stated)	-0.1	-16.1	-3.4	4.9	-4.3	-5.5	-15.0	nt
COc1ccc(NC(=O)C(=O)NCCN2CCN(C(=O)c3ccc(C(C)(C)C)cc3)CC2)cc1	0.0	-12.9	4.7	-3.7	-2.0	1.2	10.0	-10.6
O=C(CNC(=O)c1ccco1)NCC(c1ccco1)N1CCCCC1 (configuration not stated)	0.0	-10.8	-5.4	11.2	-6.7	-0.2	-0.4	1.5
CCNC(=S)N/N=C(\C)c1cccc([N+](=O)[O-])c1	0.1	-14.1	2.3	-1.7	-3.9	-3.9	-11.6	-10.5
COc1ccccc1NC(=O)c1ccc([N+](=O)[O-])cc1[N+](=O)[O-]	0.0	31.4	0.5	-2.7	0.4	0.6	-7.4	5.4
COC(=O)[C@H]1[C@H](CO)[C@H]2Cn3c(ccc(-c4ccncc4)c3=O)[C@H]2N1CC1CCCCC1	0.1	11.8	0.5	2.3	1.1	2.0	-3.6	3.8
CN1CCC(N(C)C(=O)COc2ccc(S(=O)(=O)N3CCOCC3)cc2)CC1	2.1	8.3	2.0	12.7	-0.9	-1.5	-0.1	-0.9
COc1ccccc1CNC(=O)C[C@@H]1CC[C@H]2[C@@H](COC[C@H](O)CN2Cc2ccccc2)O1	0.4&0.0	5.0	0.9	2.6&3.7	-4.9	-1.8&1.0	-2.8&7.9	-18.2
Cc1cc(N2CCN(CC(C)(C)O)C[C@@H]2C)ccc1N1CCN(Cc2ccccc2)[C@H](C)C1	0.3	4.8	21.1	nt	-1.3	-0.4	5.7	nt
CCOC(=O)c1cccc(NC(=O)c2cc3ccccc3o2)c1	0.0	-79.4	84.1*	4.4	3.0	-1.4	4.2	-13.7
Nc1nc(-c2ccccn2)nc(N)c1Cc1ccccc1F	0.0	-72.0	1.7	-11.3	-0.3	-5.3	-5.4	66.7*
C/C=C/c1ccc2c(c1)O[C@@H](CN(C)C)[C@H](C)CN([C@H](C)CO)S2(=O)=O	-1.0	nt	-2.9	8.7	0.4	0.4	12.4	-6.7
CC(C)CC#Cc1ccc2c(c1)O[C@H](CN(C)C(=O)CC1CC1)[C@@H](C)CN([C@@H](C)CO)S2(=O)=O	0.0	22.3	17.3	-34.5	5.3	0.1	0.3	7.4
Cc1ccc(S(=O)(=O)N(C)C)cc1NC(=O)c1cc(C(C)(C)C)nn1Cc1ccccc1	-0.1	20.8	6.0	14.6	1.6	0.6	-8.0	-4.5
C[C@H](CO)N1C[C@H](C)[C@H](CN(C)C(=O)Cc2ccccc2)OCCCC[C@H](C)Oc2ccc(NS(=O)(=O)c3ccc(F)cc3)cc2C1=O	-1.0	13.8	4.8	-8.8	nt	0.1	5.7	-12.9
O=C(Nc1nc(-c2ccc(F)cc2)cs1)c1cnccn1	0.0	-3.7	-10.1	13.8	-5.1	3.5	-7.2	7.5
O=C(C1CCN(Cc2nc(Cc3cccc(F)c3)no2)CC1)N1CCOCC1	0.0	-13.1	3.3	6.2	-3.2	-2.5	nt	-5.7
O=C(CSc1nc(=O)n(CCCN2CCOCC2)c2c1CCC2)Nc1ccc(F)cc1F	0.1	3.0	-1.4	29.4	-4.0	0.1	-2.8	-7.2
CC1(C)Oc2ccc3ccc(=O)oc3c2/C(=C/Nc2ccc(O)cc2)C1=O	0.0	12.9	16.3	4.8	-0.9	nt	0.8	nt
O=[N+]([O-])c1ccc(N2CCCCC2)cc1N1CCOCC1	0.1	-17.7	-7.5	45.3*	1.3	1.0	-9.6	5.2
C[C@H](CO)N1C[C@H](C)[C@H](CN(C)S(=O)(=O)c2ccsc2)OCc2ccccc2-c2ccccc2C1=O	-0.9	12.3	-1.1	8.1	-4.2	-1.4	0.5	15.5
COc1ccc(S(=O)(=O)Nc2ccc3c(c2)C(=O)N([C@H](C)CO)C[C@H](C)[C@H](CN(C)S(C)(=O)=O)OCCCC[C@H](C)O3)cc1	0.1	-11.6	-21.1	-4.5	-1.6	0.4	-5.6	13.9
CCC(C(=O)NC1CCCC1)N(C(=O)Cn1nnc(-c2ccc(C)o2)n1)c1cccc(O)c1 (configuration not stated)	0.1	3.0	-5.1	-26.9	-0.2	-2.4	0.5	1.8
CCCNC(=O)C[C@@H]1C[C@@H]2c3cc(NC(=O)CN(C)C)ccc3O[C@@H]2[C@H](CO)O1	-0.1	-2.7	-1.8	-1.3	nt	-0.5	-2.2	-7.9
COC(=O)C1=C(C)N(C)C(=NCc2ccc3c(c2)OCO3)NC1c1cccc(F)c1 (configuration not stated)	-0.1	-3.1	-11.3	-30.8	4.5	-0.8	-3.7	nt
COc1ccc(C#Cc2ccc(C3=CC(=O)CC(C)(C)C3=O)cc2)cc1	-0.1	-102.3	-66.6	1.3	-1.6	-0.1	-1.1	nt
C/C(=N/NC(=O)c1ccc(Cn2cccn2)o1)c1cccc(NC(=O)c2ccncc2)c1	1.0	-8.2	11.0	3.3	1.0	2.6	3.5	1.9
COc1ccc(NC(=O)N(C)C[C@@H]2Oc3ccc(NC(=O)Nc4cccc5ccccc45)cc3C(=O)N([C@H](C)CO)C[C@@H]2C)cc1	0.0	nt	1.4	-10.1	0.2	-1.7	?	-0.7
COc1ccc(CN(C(=O)Cn2nnc(-c3ccc(C)o3)n2)C(C(=O)NCC2CCCO2)c2ccco2)cc1 (configuration not stated)	0.3	2.7	4.9	-3.1	-0.5	-1.6	4.1	-18.5
Cc1noc(C)c1CSCC(=O)Nc1cc(C(F)(F)F)ccc1N1CCCCC1	0.1	19.5	2.5	-22.8	-4.3	-1.1	-12.8	-11.7
C[C@H](CO)N1C[C@H](C)[C@@H](CN(C)C(=O)Nc2ccc3c(c2)OCO3)Oc2ccc(NC(=O)C3CCCCC3)cc2C1=O	0.0&0.0	6.0&-6.2	-3.3&3.9	11.8&-6.9	0.9&0.3	-0.1&1.0	?	-4.5&5.0
Cc1ccccc1C(=O)N1CCC(C(=O)N2CCN(S(=O)(=O)c3ccccc3F)CC2)CC1	-0.1	8.4	-1.2	-12.3	-3.6	2.2	14.1	3.5
CCCCn1c(N)c(N(Cc2ccccc2OC)C(=O)COc2ccccc2C#N)c(=O)[nH]c1=O	-0.1	7.6	0.4	-7.1	-5.6	1.9	5.1	0.8
N#Cc1c(-c2ccccc2)cc(-c2ccc3c(c2)OCO3)[nH]c1=O	0.0	-3.5	1.1	nt	0.7	3.5	3.1	-6.8
CCN(CC)CCC(c1ccc(N(C)C)cc1)c1c(OC)cc(OC)c2c(-c3ccccc3)cc(=O)oc12 (configuration not stated)	0.0	17.6	8.2	nt	4.6	0.3	-1.4	38.6*
COc1ccc(CNC(=O)CN(Cc2ccccc2)C(=O)CCC(=O)Nc2ccccn2)cc1	0.1	8.4	-1.1	-6.9	3.6	0.4	-2.5	10.8
COc1cccc(NC(=O)CN(C)CC(=O)Nc2cccc(C(F)(F)F)c2)c1	0.1	17.0	-0.9	-62.2	0.6	2.3	9.7	-6.5
O=C(NC1CCC1)[C@@H]1N[C@@H]2c3ccc(-c4cccc(F)c4)c(=O)n3C[C@@H]2[C@H]1CO	-0.1	nt	-2.0	-0.5	11.5	0.4	-3.4	-4.5
C[C@H]1CN([C@@H](C)CO)S(=O)(=O)c2ccc(Br)cc2O[C@@H]1CN(C)C(=O)Cc1cccnc1	0.0&0.3	-20.0	1.3&2.2	-1.6&11.8	3.1&3.5	-2.3&3.2	-2.4&-2.4	-7.6
